Screening data (PubChem)
pPAFAH inh: inhibitors of human plasma PAF acetylhydrolase (pPAFAH); recombinant pPAFAH, FP-rhodamine probe fluorescence polarization; inhibition, % at 3.39 µM; actives 1.5% (n = 330,000); AID 463082;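 active means inhibition above the mean inhibition across the screen plus 3 SD, cut at about 25% in these data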;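 further: inhibitors block binding of the rhodamine activity-based probe so polarization drops; 0% = enzyme with DMSO and 100% = wells lacking pPAFAH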
LYPLA2 inh: LYPLA2 (human) inhibition in PME1 counter-screen. actives 0.38% (n = 320,000). recombinant LYPLA2, FP-Rh probe fluorescence polarization. inhibition, % at 5.9 µM;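 active means inhibition above the screen-wide mean plus 3 SD, limit set per campaign, cut at about 26% in these data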;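 further: 0% = LYPLA2 with DMSO and 100% = wells lacking LYPLA2 enzyme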
LYPLA1 inh: counter-screen for PME1 inhibitors: inhibitors of human LYPLA1; AID 2174; O75608; inhibition, % at 5.9 µM; recombinant LYPLA1, FP-Rh probe fluorescence polarization; actives 0.16% (n = 320,000);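 active means inhibition above the mean of all tested compounds plus 3 SD, set per campaign, cut at about 14% in these data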;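 further: inhibitors block serine hydrolase probe labeling of LYPLA1 so polarization falls; 0% = enzyme with DMSO and 100% = wells lacking LYPLA1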
PME-1 primary: blocks human protein phosphatase methylesterase 1 | inhibition, % at 5.9 µM | Q9Y570 | recombinant PME-1, FP-Rh probe fluorescence polarization | AID 2130 | actives 0.53% (n = 320,000);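 active means inhibition above the campaign mean of all compounds plus 3 SD, cut at about 26% in these data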;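 further: competitive labeling of PME-1 active site by serine hydrolase directed probe; 0% = PME-1 with DMSO and 100% = wells lacking PME-1 enzyme; inhibitors block probe labeling so polarization falls and inhibition rises; many of its hits are not listed in these tables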
PAD4 inh: inhibitors of human PAD4. Q9UM07. recombinant PAD4, RCA probe fluorescence polarization. inhibition, % at 6.36 µM. actives 0.41% (n = 330,000);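 active means percent inhibition above a cutoff equal to the mean of all tested compounds plus 3 SD, cut at about 15% in these data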;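 further: 0% = PAD4 with RCA probe and DMSO and 100% = probe without PAD4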
Target sequence (Q9UM07 whole entry, looked up): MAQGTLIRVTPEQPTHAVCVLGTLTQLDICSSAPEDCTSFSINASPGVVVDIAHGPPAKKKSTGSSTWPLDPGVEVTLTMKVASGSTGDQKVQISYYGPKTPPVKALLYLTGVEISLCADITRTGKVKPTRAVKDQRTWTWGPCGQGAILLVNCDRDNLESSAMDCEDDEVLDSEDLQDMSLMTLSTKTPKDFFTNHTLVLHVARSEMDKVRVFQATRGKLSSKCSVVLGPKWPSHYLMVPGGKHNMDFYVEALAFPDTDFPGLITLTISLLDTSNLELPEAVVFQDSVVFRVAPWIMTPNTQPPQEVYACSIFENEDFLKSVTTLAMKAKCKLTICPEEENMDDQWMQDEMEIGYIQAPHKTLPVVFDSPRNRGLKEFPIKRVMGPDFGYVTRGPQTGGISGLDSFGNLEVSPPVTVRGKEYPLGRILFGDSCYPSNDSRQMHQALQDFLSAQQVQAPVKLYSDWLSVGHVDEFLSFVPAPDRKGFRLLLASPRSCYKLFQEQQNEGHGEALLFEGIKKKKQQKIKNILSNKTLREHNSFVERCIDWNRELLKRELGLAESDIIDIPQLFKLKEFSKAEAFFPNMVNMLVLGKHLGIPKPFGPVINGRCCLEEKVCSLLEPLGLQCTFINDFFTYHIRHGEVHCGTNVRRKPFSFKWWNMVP
PAFAH1B2 inh: blocks human PAF acetylhydrolase 1b catalytic subunit 2. P68402. recombinant PAFAH1B2, FP-rhodamine activity probe, fluorescence polarization. inhibition, % at 3.39 µM. actives 1.2% (n = 340,000);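 active means inhibition above the mean of all tested compounds plus 3 SD, cut at about 24% in these data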;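 further: 0% = enzyme with DMSO and 100% = wells lacking PAFAH1B2; many of its hits are not listed in these tables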
Target sequence (P68402 whole entry, looked up): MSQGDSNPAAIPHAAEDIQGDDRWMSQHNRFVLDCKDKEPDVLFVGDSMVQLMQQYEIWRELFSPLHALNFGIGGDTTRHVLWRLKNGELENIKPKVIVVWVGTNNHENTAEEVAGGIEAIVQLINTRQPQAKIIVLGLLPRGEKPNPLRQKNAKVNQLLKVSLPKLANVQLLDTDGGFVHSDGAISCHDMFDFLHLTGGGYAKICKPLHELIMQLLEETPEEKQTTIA
PAFAH2 inh: PAFAH2 (human) inhibition | recombinant PAFAH2, FP-rhodamine activity probe, fluorescence polarization | inhibition, % at 3.39 µM | Q99487 | actives 0.99% (n = 340,000);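 active means inhibition above the mean over all tested compounds plus 3 SD, cut at about 30% in these data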;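 further: inhibitors block probe labeling of enzyme so polarization drops; 0% = enzyme with DMSO and 100% = wells lacking PAFAH2 protein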
PAFAH1B3 FP inh: PAFAH1B3 (human) inhibition. recombinant PAFAH1B3, FP-rhodamine probe, fluorescence polarization. inhibition, % at 3.39 µM. actives 0.28% (n = 340,000). AID 492972;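 active means inhibition above the screen-wide average of all tested compounds plus 3 SD, cut at about 25% in these data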;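 further: 0% = enzyme with DMSO only and 100% = wells lacking PAFAH1B3 protein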
GSTO1 counter: GSTO1 inhibition, counter-screen for RBBP9 inhibitors. P78417. recombinant GSTO1, activity-based probe fluorescence polarization. inhibition, % at 5.96 µM. actives 1.1% (n = 300,000). AID 1974;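 active means inhibition above the campaign mean inhibition plus 3 SD, cut at about 35% in these data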;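 further: 0% = GSTO1-1 with DMSO and 100% = wells lacking GSTO1-1 enzyme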
Starred values were filed as active, the others as inactive; nt = not tested or not shown. Only part of the results is shown, so the mix of outcomes need not match the whole.

SMILES | pPAFAH inh | LYPLA2 inh | LYPLA1 inh | PME-1 primary | PAD4 inh | PAFAH1B2 inh | PAFAH2 inh | PAFAH1B3 FP inh | GSTO1 counter
NC(=O)C1(N2CCCCC2)CCN(c2nc(-c3ccccc3)cs2)CC1 | -1 | 7 | 0 | -3 | 1 | 7 | 3 | 6 | -3
CC(C)(C)C(=O)Nc1ccc(-c2cnco2)cc1 | 1 | -4 | 1 | 4 | -1 | 2 | 6 | -7 | 8
COc1cc(NC(=O)CSc2c3c(nc4ccccc24)CCC3)cc(OC)c1OC | 2 | 4 | -2 | -3 | 9 | -2 | 4 | 3 | -2
CC(C)Oc1ccc(C(CC(=O)O)n2cnnn2)cc1 (stereo not given) | 4 | -6 | -2 | -2 | -5 | nt | nt | nt | 6
CC(C)(C)NC(=O)NCc1ccco1 | -6 | -4 | -3 | -7 | -3 | 6 | -9 | -3 | 10
O=C(c1ccccc1)[C@H]1[C@H](c2ccccc2)[C@@]2(N=C(c3ccccc3)OC2=O)C2c3ccccc3C=NN21 (stereo not given in full) | 5 | 8 | -2 | -3 | -3 | nt | nt | nt | 0
COc1ccc(CNC(=O)C(OC(=O)c2ccco2)c2ccccc2)cc1 (stereo not given) | -5 | 9 | 4 | -3 | 3 | 4 | -2 | 12 | 16
O=C(c1ccc(CS(=O)(=O)c2ccc(Br)cc2)o1)N1CCCC1 | 0 | -2 | -2 | 3 | 1 | 4 | 5 | -5 | 3
COc1ccc(CN2CCN(C(=O)C3CCC(CNS(=O)(=O)c4ccc(C)cc4)CC3)CC2)c(OC)c1OC (stereo not given) | 9 | 13 | -1 | -4 | -1 | 0 | 0 | 8 | 6
CCOc1ccc(S(=O)(=O)NCCC(=O)Nc2cccc(C(=O)OC)c2)cc1 | 5 | 5 | 0 | 0 | -2 | -4 | -5 | -6 | -1
COc1ccc(NC(=O)CN(C)C(=O)c2cc(C)on2)cc1 | 0 | 2 | 2 | -1 | -6 | 0 | 0 | -2 | -5
CCOC(=O)/C=C1/SCC(=O)N1CC(=O)Nc1cccc(F)c1 | 3 | 17 | -4 | 3 | -1 | -1 | -2 | -9 | nt

Look-ups from the results shown:
PAFAH2 inh, COc1ccc(NC(=O)CN(C)C(=O)c2cc(C)on2)cc1 is entered as 0
PME-1 primary, NC(=O)C1(N2CCCCC2)CCN(c2nc(-c3ccccc3)cs2)CC1 is entered as -3

Four compounds already listed, sorted by molar mass, smallest number first.
SMILES | pPAFAH inh | LYPLA2 inh | LYPLA1 inh | PME-1 primary | PAD4 inh | PAFAH1B2 inh | PAFAH2 inh | PAFAH1B3 FP inh | GSTO1 counter
CC(C)(C)NC(=O)NCc1ccco1 | -6 | -4 | -3 | -7 | -3 | 6 | -9 | -3 | 10
CC(C)(C)C(=O)Nc1ccc(-c2cnco2)cc1 | 1 | -4 | 1 | 4 | -1 | 2 | 6 | -7 | 8
CCOc1ccc(S(=O)(=O)NCCC(=O)Nc2cccc(C(=O)OC)c2)cc1 | 5 | 5 | 0 | 0 | -2 | -4 | -5 | -6 | -1
COc1ccc(CN2CCN(C(=O)C3CCC(CNS(=O)(=O)c4ccc(C)cc4)CC3)CC2)c(OC)c1OC (stereo not given) | 9 | 13 | -1 | -4 | -1 | 0 | 0 | 8 | 6

Remaining list, next part
SMILES | pPAFAH inh | LYPLA2 inh | LYPLA1 inh | PME-1 primary | PAD4 inh | PAFAH1B2 inh | PAFAH2 inh | PAFAH1B3 FP inh | GSTO1 counter
Cc1cccc(C)c1NS(=O)(=O)c1ccc(NC(=O)c2ccc(Cl)c([N+](=O)[O-])c2)cc1 | -24 | -39 | -1 | 33* | 2 | -2 | -42 | 2 | -14
Cc1cccc2cc(C#N)c(NCCNC(=O)COc3ccccc3)nc12 | 0 | -3 | 0 | 7 | -1 | -1 | 3 | 4 | 14
COc1cc(/C=C2\CCC/C(=C\c3ccc(O)c(OC)c3)C2=O)ccc1O | 15 | -6 | -7 | 26* | 4 | -2 | -5 | 6 | 8
Cc1cc(C)n(-c2nc3nonc3nc2Nc2cccc(C)c2C)n1 | 2 | 2 | 2 | 1 | -2 | -1 | -6 | 12 | 2
O=c1c2ccccc2nnn1CSc1nnc(-c2ccco2)o1 | -6 | -1 | 0 | 3 | -2 | 3 | -2 | 7 | 1
COCCOC(=O)C1=C(C)OC(N)=C(C#N)C1c1ccco1 (stereo not given) | 3 | 5 | 1 | -7 | -3 | 6 | 9 | 10 | 1
COc1cc(/C=C2\SC(=S)N(Nc3ccccc3)C2=O)cc(OC)c1OC | 5 | -1 | 0 | 0 | -6 | 9 | -5 | 8 | 35
Cc1ccc(S(=O)(=O)N2c3ccccc3OCC2C(C)(C)C)cc1 (stereo not given) | -4 | 3 | -5 | -9 | -5 | 1 | -8 | -2 | -4
O=C(COc1ccc2ccccc2c1)N1CCN(c2ccccc2O)CC1 | 12 | 6 | 2 | -1 | 2 | 2 | 2 | 2 | 8
C[C@H](CO)N1C[C@H](C)[C@@H](CN(C)C(=O)NC2CCCCC2)Oc2c(NC(=O)C3CC3)cccc2C1=O | -1 | nt | nt | nt | 1 | -1 | 12 | 12 | nt
Cc1ccc(C(=O)NC(O)C(Cl)Cl)cc1 (stereo not given) | 7 | 3 | 4 | 2 | -1 | -1 | -2 | 8 | 5
Cc1nc(NC(=O)/C=C/c2ccccc2)sc1C(=O)NCCO | -2 | -6 | -4 | -1 | -4 | 4 | -1 | 4 | -7
CCCCCCCCC(=O)N/N=C/c1ccccn1 | 7 | 6 | 0 | -1 | 10 | 1 | 6 | 8 | 6
CCOC(=O)C1(CCCc2ccccc2)CCN(C(=O)Cn2nc(C)nc2C)CC1 | 5 | 1 | -1 | 3 | 1 | 7 | 4 | 1 | -2
CCN1CCN(C(C)CCc2ccccc2)CC1 (stereo not given) | 3 | 2 | 2 | -2 | -3 | 1 | 6 | 5 | 7
CCC(C)NS(=O)(=O)c1ccc(OC)c(Cl)c1Cl (stereo not given) | 4 | 2 | -1 | 1 | -7 | 3 | -1 | 8 | -2
CC1(OC(=O)c2cnc3ccccc3n2)C(=O)C=C2C=C(C3CC3)OC=C2C1=O (stereo not given) | 50* | 76* | 58* | 66* | 38* | nt | nt | nt | 43*
CCN(CCO)Cc1cc(=O)oc2c(C)c(C)ccc12 | -1 | 2 | 1 | -2 | 2 | 0 | 8 | 1 | 2
Cc1ccc2c(CC(=O)NCc3cccs3)coc2c1 | 1 | 5 | 2 | 7 | -2 | 7 | 3 | 0 | -2
CC(C)C[C@@H]1CN=C(N)N1C[C@@H]1CCCN1C[C@H](C)N1C[C@@H](Cc2ccccc2)N(CCCC2CCCC2)C1=N | -1 | nt | nt | nt | -6 | 1 | 14 | 0 | nt
Cc1cc(=O)oc2c(C)c3occc3cc12 | 2 | -1 | 0 | -1 | -3 | 1 | 1 | 7 | 0
CCOC(=O)C1(Cc2ccccc2)CCN(CC2CC=CCC2)CC1 (stereo not given) | -1 | -4 | -4 | -7 | 1 | 0 | -1 | 6 | 3
COc1ccc(S(=O)(=O)NCC2CCCN(C(=O)C3CCCC3)C2)cc1 (stereo not given) | 0 | -7 | 1 | 1 | 3 | 3 | 6 | 0 | -13
COC(=O)c1cc(-c2ccc(S(=O)(=O)N3CCCC(C)C3)cc2)c(C(F)(F)F)s1 (stereo not given) | -1 | -4 | -4 | -3 | 1 | 0 | 2 | 0 | -6
COC(=O)Nc1ccc(S(=O)(=O)Nc2ccccc2F)cc1 | 8 | 5 | 1 | -2 | -1 | -4 | 4 | 15 | 0
CN(Cc1ccco1)S(=O)(=O)c1ccc(CN2C(=O)c3cccnc3C2=O)s1 | 1 | -3 | -3 | 4 | 1 | 0 | -5 | 5 | -5
CN(C(=S)Oc1ccc(C(=O)Nc2ccccc2)cc1)c1ccccc1 | 4 | -15 | -5 | -12 | 3 | 9 | 11 | -1 | -6
COc1ccccc1N=Cc1nc(-c2ccccc2)oc1OC(C)=O | -2 | -4 | -3 | 5 | -2 | 4 | 9 | 1 | 2
Cc1ccc(S(=O)(=O)Nc2cccc(-c3ccc(N4CCCCCC4)nn3)c2)c(C)c1 | 0 | -27 | -16 | -25 | 3 | 17 | -9 | 0 | -6
Cc1cccc(NS(=O)(=O)c2ccc(-c3cnc(C4CC4)o3)cc2)c1 | 24 | -11 | -7 | 1 | -5 | 5 | 3 | 4 | 0
O=C(Nc1ccc(F)cc1)c1ccc(NC(=O)C2CCCO2)cc1 (stereo not given) | 3 | 0 | 2 | 3 | 1 | 3 | -7 | 6 | -2
Cc1ccccc1NC(=O)CN1CCC(NC(=O)Nc2ccccc2)CC1 | 8 | -8 | 1 | 3 | -3 | -3 | -5 | 2 | 6
CC1(C)Cc2cccc(OCC(=O)Nc3nccs3)c2O1 | 5 | -3 | -1 | 0 | 1 | 3 | 5 | 0 | 2
Cc1cc(C)n(-c2ccc(C(=O)NC3CCCCC3)cc2)n1 | 2 | -2 | 1 | 0 | 0 | 2 | 6 | 4 | 2
C/C(=N\NC(=O)c1cc(O)ccc1O)c1cccc(NC(=O)c2cccc(Cl)c2)c1 | 38* | 6 | -4 | 13 | -9 | 7 | 11 | 11 | 56*
Cc1ccc(C)c(OCCC(=O)NNC(=O)Cn2nc(C)cc2C)c1 | -7 | -7 | 0 | -8 | 0 | -1 | -2 | 10 | 17
COc1c(Br)cc(/C=N/n2c(-c3ccccc3)n[nH]c2=S)c(O)c1Br | 22 | -2 | -3 | -5 | -2 | 4 | 16 | 4 | 29
C=Cn1ccnc1P(=S)(c1ccc2c(c1)c1ccccc1n2CC)c1nccn1C=C | 15 | -2 | -3 | -8 | 3 | -1 | 2 | 2 | -5
O=C(O)CN1C(=O)CSc2ccccc21 | -3 | -6 | 0 | 2 | -5 | -2 | -6 | -8 | 2
COc1ccc(C2Nc3ccccc3C(=O)N2O)cc1CN1CCOCC1 (stereo not given) | 5 | 5 | 2 | 2 | -3 | 1 | 6 | -3 | 5
CCN(C1CCCCC1)S(=O)(=O)c1ccc(S(=O)(=O)N(CC(=O)Nc2ccccc2)C2CC2)cc1 | 6 | -34 | -18 | -28 | -1 | -1 | -13 | 2 | 2
Cc1nc(CN2CCN(C(=O)NC3(c4ccccc4)CC3)CC2)cs1 | 2 | 7 | 4 | 0 | 3 | -2 | -4 | 6 | 3
